RNase H inhibition: RNase H inhibition, HIV 1 Gag Pol polyprotein, FRET biochemical assay, screening (AID 372); HIV-1 RT RNase H, FRET RNA/DNA substrate fluorescence; higher % means a stronger effect; inhibition, % at 10 µM, or IC50 in µM where a hit was titrated; 0.77% of 100,000 active; in the data active means inhibition above about 50%
An asterisk follows results filed as active. Some of the compounds tested. The share of hits here may be higher or lower than overall.

SMILES | RNase H inhibition
O=C(Nc1ccc(Cc2ccc(NC(=O)C(F)(F)F)c([N+](=O)[O-])c2)cc1[N+](=O)[O-])C(F)(F)F | 7%
O=C(NCc1ccco1)c1cc2nc3c(c(C(F)(F)F)n2n1)CCc1ccccc1-3 | 21%
CCc1ccc2oc(-c3ccc(NC(=S)NC(=O)c4ccc(C)c(C)c4)cc3)nc2c1 | 10%
O=C(c1cc(F)c(F)cc1Cl)N1CCN(c2ccc([N+](=O)[O-])cc2F)CC1 | 5%
Cc1ccc2c(nc3s/c(=C\c4ccccc4Cl)c(=O)n32)c1C | 16%
CC(=O)C1=C(C)NC(SCc2cccc([N+](=O)[O-])c2)=C(C#N)C1c1ccccc1 (centres undefined) | 17%
CC(C)(C)c1ccc(OCCN2CCCC2)cc1 | 5%
COc1ccc(OC)c(-c2cc(C)c3c(ccc4ccccc43)n2)c1 | 12%
COc1ccc(CNC(=O)C(=O)Nc2cc(C)cc(C)c2)cc1 | 0%
CC(=O)Nc1ccc(NC(=O)c2ccccc2-c2ccccc2C(=O)O)cc1 | 12%
O=C(OCCN=C1NS(=O)(=O)c2ccccc21)c1ccccc1Br | 3%
O=c1/c(=C/c2ccc(Sc3ccc(Cl)cc3)o2)sc2nc3ccccc3n12 | 0%
Cc1cc([N+](=O)[O-])ccc1-c1ccc(C(=O)Nc2ccc(-c3nc4ccccc4o3)c(O)c2)o1 | 23%
CCc1ccc(-c2cc(C(=O)O)c3ccccc3n2)cc1 | 2%
Cc1ccc(C(=O)NC(=S)Nc2ncc(C(F)(F)F)cc2Cl)cc1 | 4%
O=c1c(N2CCCCC2)nsnc1N1CCCCC1 | 0%
Cc1ccc(N2C(=O)/C(=C\c3ccc(C)o3)C(=O)NC2=S)cc1 | 13%
COc1ccc(-c2nnc(SCC(=O)c3cccs3)n2-c2ccc(Cl)cc2)cc1 | 16%
O=C(Nc1ccc2ccccc2c1)c1ccccc1N(Cc1ccccc1)S(=O)(=O)c1ccccc1 | 15%
CCc1ccc(/C=C2/SC(=S)N(CCCC(=O)Nc3cc(Cl)cc(Cl)c3)C2=O)cc1 | 3%
C=CCN(CC=C)C(=O)/C=C/c1ccccc1Cl | 3%
O=C(CCCOc1ccc(Cl)cc1Cl)Nc1ncc([N+](=O)[O-])s1 | 13%
FC(F)(F)c1ccccc1NC(=S)Nc1ccccc1 | 11%
O=C(/C=C/Nc1ccc(Cl)cc1[N+](=O)[O-])c1ccccc1 | 29%
CC(=O)n1cc(/C=C2\N=C(c3ccccc3F)OC2=O)c2ccccc21 | 13%
CC(C)(C)C1CCC(=NNC(=O)C(=O)NCCc2ccccc2)CC1 (centres undefined) | 33%
N/C(=N\OC(=O)/C=C/c1ccccc1Cl)c1ccccn1 | 18%
O=C(O)CCNC(=O)/C(=C\c1ccc2c(c1)OCO2)NC(=O)c1ccccc1 | 2%
COc1ccc(/C=N/NC(=O)CSc2nnc(C)n2-c2ccccc2)c(C(=O)O)c1OC | 0%
COc1cccc(/C=C(/C#N)C(=O)Nc2ccc(F)cc2)c1O | 1%
COC(=O)C1=C(C)NC(=O)CC1c1cc2c(cc1Br)OCO2 (centres undefined) | 6%
COc1ccc(/C=C/C(=O)Nc2ccc(OCc3ccccc3)cc2)cc1 | 14%
COc1cc(NC(=O)c2cc3n(n2)C(C(F)(F)F)CC(c2ccc(Br)cc2)N3)cc([N+](=O)[O-])c1 (centres undefined) | 20%
Cc1c(C(=O)Nc2ccc(I)cc2)cccc1[N+](=O)[O-] | 15%
CC(=O)N1CCN(c2ccc(NC(=O)c3ccc(-c4ccccc4)cc3)cc2)CC1 | 5%
CCCC1=C(C(=O)OCC)C(c2cccc([N+](=O)[O-])c2)NC(=O)N1 (centres undefined) | 0%
Cc1ccc2nc(NC(=O)c3cccc(Br)c3)sc2c1 | 3%
O=C(Cc1ccccc1)N/N=C/c1cc2c(cc1Br)OCO2 | 17%
O=C(Nc1cccc(NC(=S)NC(=O)c2ccccc2Cl)c1)c1ccccc1 | 9%
CC(=O)C1=C(O)C(=O)N(c2ccc(C)cc2)C1c1ccc([N+](=O)[O-])cc1 (centres undefined) | 0%
Cc1ccc(S(=O)(=O)N2CCN(Cc3cccn3C)CC2)cc1 | 8%
CC(CNC(c1ccccc1)c1ccccc1)(NS(=O)(=O)c1ccccc1)c1ccccc1 (centres undefined) | 6%
Cc1cc(=O)oc2c(I)c(OC(=O)c3cccc([N+](=O)[O-])c3)ccc12 | 0%
COc1ccccc1-c1nc(-c2ccccn2)no1 | 6%
N#CC1=C(N)Oc2cc(N)ccc2C1c1ccc(Br)cc1 (centres undefined) | 19%
O=C(O)CCC(=O)Nc1ccc2nn(-c3ccccc3)nc2c1 | 7%
CCc1ccccc1Nc1nc(-c2ccncc2)cs1 | 23%
O=C(O)/C=C\C(=O)Nc1cccc2cccnc12 | 4%
CCCCOc1cccc(-c2nnc(NC(=O)Nc3ccc(Cl)cc3Cl)s2)c1 | 48%
Clc1cccc(OCCCCCN2CCCCC2)c1 | 1%

4 of these compounds in another layout.
N/C(=N\OC(=O)/C=C/c1ccccc1Cl)c1ccccn1
  RNase H inhibition = 18%
O=C(O)CCNC(=O)/C(=C\c1ccc2c(c1)OCO2)NC(=O)c1ccccc1
  RNase H inhibition = 2%
COc1ccc(/C=N/NC(=O)CSc2nnc(C)n2-c2ccccc2)c(C(=O)O)c1OC
  RNase H inhibition = 0%
COc1cccc(/C=C(/C#N)C(=O)Nc2ccc(F)cc2)c1O
  RNase H inhibition = 1%

(further entries)
SMILES | RNase H inhibition
CSC1=N/C(=C\c2cc(Br)ccc2OCC(=O)O)C(=O)S1 | 14%
O=C(CSc1ncn[nH]1)c1ccc(Br)cc1 | 19%
CCCCc1cc(=O)oc2cc(OC(C)C(=O)O)ccc12 (centres undefined) | 0%
Cc1ccc(NC(=O)/C(=C/c2ccc(N(C)C)cc2)NC(=O)c2ccccc2)cc1 | 29%
Cc1c(C(=O)Nc2ccccc2F)cccc1[N+](=O)[O-] | 3%
COc1ccc(-c2csc(/C(C#N)=C/c3ccccc3[N+](=O)[O-])n2)cc1OC | 7%
Cc1ccccc1C(=O)Nc1cc(C(=O)Nc2cc(Cl)ccc2Cl)ccc1Cl | 12%
Cc1cc(C)c(O)c(N=Cc2cc(I)cc(I)c2O)c1 | 15%
CCOC(=O)c1ccc(NC(=O)c2ccc(-c3cccc(Cl)c3)o2)cc1 | 13%
CCCN(CCC)c1ccc(/C=N/NC(=O)OCC)cc1 | 23%
COC(=O)c1c(NC(=O)c2cc(-c3ccc(Cl)c(Cl)c3)nc3ccccc23)sc(C)c1C | 6%
Cc1cc(/C=C2/NC(=O)NC2=O)c(C)n1-c1ccc(N2CCOCC2)cc1 | 8%
Cc1cccc(-c2nc3cc(NC(=O)COc4ccccc4)ccc3o2)c1 | 9%
O=S(=O)(c1ccccc1)N1CCSC1c1ccc(Cl)cc1 (centres undefined) | 0%
CCc1ccc(NC(=O)C(F)(F)F)cc1 | 3%
Cc1ccc2nsnc2c1NC(=O)c1ccc(-c2ccc([N+](=O)[O-])cc2)o1 | 24%
Cc1cc(/C=C(/C(=O)c2ccccc2)c2nc3ccccc3[nH]2)c(C)n1-c1ccccc1 | 10%
Ic1cccc(-c2nc(-c3cccnc3)no2)c1 | 55%*
c1ccc2cc(OCCCCN3CCOCC3)ccc2c1 | 0%
CC(C)(C)c1ccc(OCCCSC#N)cc1 | 0%
CCOC(=O)c1cc(CNC(=O)c2c(C)oc3c2CCCC3)c(C)o1 | 6%
CC(C)(C)c1ccc(C(=O)Nc2cc(Cl)ccc2Cl)cc1 | 0%
C=CCc1cccc2cc(C(=O)NNC(=O)c3ccc(OC)cc3)c(=O)oc12 | 1%
O=C(Nc1cccc(C(F)(F)F)c1)c1cccc(Cl)c1 | 12%
COc1ccc(-n2nc3cc(C)c(NC(=O)COc4ccc(Cl)cc4Cl)cc3n2)cc1 | 0%

A different layout for part of the listing above:
Cc1ccc2c(nc3s/c(=C\c4ccccc4Cl)c(=O)n32)c1C
  RNase H inhibition = 16%
CC(=O)C1=C(C)NC(SCc2cccc([N+](=O)[O-])c2)=C(C#N)C1c1ccccc1 (centres undefined)
  RNase H inhibition = 17%

(list continues)
SMILES | RNase H inhibition
COc1cccc(-c2cc(C(=O)NCc3cccnc3)c3ccccc3n2)c1 | 5%
CCOc1cc(C(=O)N2CCN(C/C=C/c3ccccc3)CC2)cc(OCC)c1OCC | 27%
CC(=O)Nc1cccc(N2C(=O)CCC2=O)c1 | 16%
CCOc1ccc(/C=N\N=C2/NC(=O)CS2)cc1 | 5%
NC1=NC(=O)/C(=C/c2cccc(OCCOc3ccccc3Cl)c2)S1 | 36%
Cc1cc(/C=C(\C#N)C(=O)Nc2ccc(F)cc2)c(C)n1-c1ccc(Sc2ccc([N+](=O)[O-])cc2)cc1 | 14%
O=C1c2ccccc2C(=O)N1c1ccc(OC(F)(F)F)cc1 | 0%
Nc1nc(/N=C/c2ccccc2Cl)n[nH]1 | 4%
O=[N+]([O-])c1ccccc1-c1nc(-c2ccccc2)c(-c2ccccc2)[nH]1 | 15%
Cc1cc(C(C)(C)C)ccc1OCC(=O)N=Nc1c(O)n(C)c2c(C)cc([N+](=O)[O-])cc12 | 22%
CC(=O)C(C)Oc1ccc2c3c(c(=O)oc2c1)CCCC3 (centres undefined) | 5%
C=CCN(CC=C)C(=O)C1CC(=O)N(c2ccc(Br)cc2)C1 (centres undefined) | 3%
O=C(COc1ccc(Cl)cc1)NCCc1cccc(Cl)c1 | 9%
COc1ccc(C(=O)/C=C/Nc2ccc(NC(C)=O)cc2)cc1 | 1%
Cc1cc(N/N=C/c2ccccc2F)nc(-c2ccccc2)n1 | 6%
O=C(Cc1cccs1)Nc1cccc2c1C(=O)N(c1ccccc1)C2=O | 5%
Cc1ccc(/C(O)=C2\C(=O)C(=O)N(c3nncs3)C2c2cccc(Cl)c2)cc1 (centres undefined) | 20%
CCN1C(=O)/C(=C\c2ccc(N(C)C)cc2)C(C(=O)OC)=C1C | 21%
COc1ccc(Nc2ccc(O)c3c2C(=O)c2ccccc2C3=O)cc1 | 0%
COc1ccc(C2CC(=O)C3=C(C2)NC(C)=C(C(=O)OCCc2ccccc2)C3c2cccc([N+](=O)[O-])c2)cc1 (centres undefined) | 12%
O=C(Nc1ccc(-c2nc3ccccc3c(=O)o2)cc1)c1ccc(Cl)cc1 | 33%
CCN(CC)CCOc1ccc2ccccc2c1 | 5%
CCCCOc1cccc(C(=O)Nc2ccc(N(CC)CC)cc2)c1 | 18%
COc1ccc(CN2CCN(Cc3ccccc3C)CC2)c(OC)c1OC | 0%
COc1ccccc1N1CCN(C(=O)COc2ccc(Br)c(C)c2)CC1 | 8%
COc1ccccc1CNC(=O)Cc1ccc(Br)cc1 | 6%
COc1cccc(N2C(=O)CC(NCc3ccc(S(N)(=O)=O)cc3)C2=O)c1 (centres undefined) | 13%
CCOC(=O)C1=C(O)/C(=C/c2ccc(-c3ccccc3)cc2)SC1=Nc1ccc(OC)cc1 | 4%
CS(=O)(=O)c1ccc2nc(NC(=O)/C=C/c3ccc(F)cc3)sc2c1 | 49%
CC1(C)CC(=O)C(=CN2CCN(Cc3ccc4c(c3)OCO4)CC2)C(=O)C1 | 5%
Cc1cc(Cl)ccc1OC(=O)/C=C/c1cccc([N+](=O)[O-])c1 | 0%
CC(C)(C)c1ccc(C(=O)N/N=C/c2cccc(Br)c2)cc1 | 0%
CC(=O)Oc1ccc(/C=c2\sc3nc4ccccc4n3c2=O)cc1 | 0%
O=C(/C=C/c1ccco1)NC(=S)NN1CCOCC1 | 11%
CCOC(=O)Cc1c(C)n2nc(C)cc2[nH]c1=O | 15%
CC(C)CN(CC(C)C)C(=O)/C=C/c1ccccc1Cl | 22%
CCc1c(C#N)c(N)nc2sc(C(=O)c3cccs3)c(N)c12 | 14%
Cc1ccc(/C=C2\SC(=S)N(CCCC(=O)Nc3ccc(C)cc3)C2=O)cc1 | 10%
COC(=O)c1ccc(C=Nn2c(-c3ccc(Cl)cc3Cl)n[nH]c2=S)cc1 | 15%
O=[N+]([O-])c1cc(C=Nc2ccc(-c3ccc(N=Cc4ccc(Cl)c([N+](=O)[O-])c4)cc3)cc2)ccc1Cl | 8%
COC(=O)CCC(=O)Nc1cccc(C(N)=O)c1 | 20%
O=P(c1ccccc1)(c1ccccc1)C(O)c1ccc2c(c1)OCO2 (centres undefined) | 3%
COCCNC(=S)Nc1c(C)n(C)n(-c2ccccc2)c1=O | 6%
Cc1ccc(-c2nc3ncccc3o2)cc1NC(=O)c1cc([N+](=O)[O-])ccc1Cl | 7%
O=C1OC(c2ccc(Oc3ccccc3)cc2)=C/C1=C/c1ccco1 | 20%
CC(C)CNC(=O)C(=O)N/N=C/c1ccccc1F | 32%
COc1ccc(OCCSc2nc3ccccc3c(=O)[nH]2)cc1 | 13%
CC(=O)c1ccc(NC(=O)/C=C/c2ccc(Cl)cc2)cc1 | 4%
CCOC(=O)CSc1nc2c(c(=O)n1Cc1ccc(OC)cc1)C1(CCCCC1)Cc1ccccc1-2 | 9%
CC(C)C(=O)Nc1ccc(F)c([N+](=O)[O-])c1 | 19%

Continued.
SMILES | RNase H inhibition
COc1ccc(C(C#N)(CCC#N)CCC#N)cc1 | 6%
Clc1ccccc1OCCCCN1CCCCC1 | 5%
CC1=C(C(=O)OC(C)C)C(c2ccccn2)C2=C(CC(c3ccccc3)CC2=O)N1 (centres undefined) | 1%
CCOC(=O)C1C(=O)C=C(Nc2ccc(OC)cc2)CC1c1ccccc1 (centres undefined) | 18%
Cc1nn(C(=O)c2c(F)c(F)c(F)c(F)c2F)c(C)c1Sc1ccc([N+](=O)[O-])cc1 | 20%
O=C(O)CCN1C(=O)/C(=C/c2cn(-c3ccccc3)nc2-c2ccc(Br)cc2)SC1=S | 15%
CCOC(=O)c1ccc(N/C=C/C(=O)c2ccc(OC)cc2)cc1 | 2%
CC(=Nc1cccc([N+](=O)[O-])c1)C1=C(O)c2ccccc2C1=O | 8%
Cc1ccc(C)c(NC(=O)C2C3C4CCC(C4)C23)c1 (centres undefined) | 9%
